ERG Ets-DNA blk – inhibitors of human ERG Ets domain-DNA interaction; P11308; fluorescence polarization, His-ERG Ets domain / labelled DNA; Potency, µM (series often up to 76.9 µM), for the others: top-dose FP activity, negative = inhibition, actives largely listed as inhibitors; 370,000 compounds, 0.028% hits; AID 624246; active = well fitted inhibition curve with a large enough effect in the polarisation, with a control signal flat; inconclusive = small, poorly fitted or top-dose-only effect, or effect the other way, or a change in a side signal; inactive = no such curve, though single readings can be large or run the other way; the % refers to the polarisation;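 also: polarization taken with two DNA probes labelled with fluorescein and Texas red; potency is read from the fitted curve at half-maximal effect; % of control where 0% means no effect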
Target sequence (P11308 whole entry, looked up, the tested form may be a part): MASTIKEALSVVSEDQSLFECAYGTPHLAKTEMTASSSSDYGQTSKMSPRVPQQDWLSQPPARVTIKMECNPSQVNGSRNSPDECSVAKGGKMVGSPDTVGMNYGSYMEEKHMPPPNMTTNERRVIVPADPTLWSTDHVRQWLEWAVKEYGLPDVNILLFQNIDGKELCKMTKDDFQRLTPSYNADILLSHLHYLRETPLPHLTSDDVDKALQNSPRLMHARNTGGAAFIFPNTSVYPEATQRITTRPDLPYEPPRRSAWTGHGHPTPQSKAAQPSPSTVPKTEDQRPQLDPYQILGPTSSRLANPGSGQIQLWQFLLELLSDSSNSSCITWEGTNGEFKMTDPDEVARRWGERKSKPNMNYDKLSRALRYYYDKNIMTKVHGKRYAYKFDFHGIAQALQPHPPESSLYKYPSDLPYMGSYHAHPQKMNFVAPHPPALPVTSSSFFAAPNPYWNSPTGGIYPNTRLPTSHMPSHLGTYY
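His-tagged ERG Ets domain (1 uM in the protein solution; 300mM KCl, 50mM Tris-HCl, 1mM EDTA, 1mM DTT, pH 7.5) received compound, then a probe mix of 5 nM fluorescein-DNA and 100nM Texas-615-DNA. Fluorescence polarization was read for both dyes.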
ALOX12 inh – ALOX12 (human) lipoxygenase inhibition; P18054; purified 12hLO, xylenol orange hydroperoxide absorbance; Potency, µM (doses to about 108 µM), for the others: at the highest dose activity change, negative = inhibition, hits mostly inhibitors; 580,000 compounds, 1.1% hits; also: potency is read from the fitted curve at half-maximal effect; % is scaled to controls: 0 for no effect and ±100 for the full control effect
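Purified human 12hLO (150 nM final) in 25 mM Hepes, 0.01% Triton X-100, pH 7.0 was preincubated 15 min at room temperature with compound. Then 40 uM arachidonic acid was added, 30 min. Hydroperoxide was read by Fe-XO absorbance ratio 573/405 nm.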
APE1 inh – inhibitors of human APE1 endonuclease; P27695; recombinant APE1, TAMRA/BHQ-2 abasic DNA cleavage fluorescence; Potency, µM (doses to about 65.8 µM), without a hit: top-dose activity change, negative = inhibition, most hits filed as inhibitors; 350,000 compounds, 0.35% hits; AID 2517;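 also: potency is read from the fitted curve at half-maximal effect; plate controls were vehicle for no effect and reference inhibitor for full effect; nearly all actives have a fitted effect of over 55% in size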
Target sequence (P27695 whole entry, looked up): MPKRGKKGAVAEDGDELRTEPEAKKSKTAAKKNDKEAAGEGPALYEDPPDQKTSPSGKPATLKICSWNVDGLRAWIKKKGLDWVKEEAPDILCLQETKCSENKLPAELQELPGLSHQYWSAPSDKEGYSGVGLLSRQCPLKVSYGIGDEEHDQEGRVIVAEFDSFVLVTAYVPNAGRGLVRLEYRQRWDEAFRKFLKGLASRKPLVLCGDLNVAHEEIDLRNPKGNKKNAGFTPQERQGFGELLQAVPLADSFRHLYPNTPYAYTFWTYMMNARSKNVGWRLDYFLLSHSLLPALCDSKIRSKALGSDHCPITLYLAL
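Step 1: APE1 (0.75 nM) with compound, 15 min RT. Step 2: add 50 nM fluorophore/quencher THF duplex. Step 3: three fluorescence reads 60 s apart (525/598 nm); read 3 minus read 1 = reaction progress.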
Anesthetic bind – binds horse apoferritin like a general anesthetic; P02791; apoferritin/1-aminoanthracene competitive binding, fluorescence; Potency, µM (top dose mostly 77.5 µM), without a hit: top-dose activity change, negative = displacement, hits mostly inhibitors; 350,000 compounds, 0.074% hits; AID 485281; also: potency is read from the fitted curve at half-maximal effect; % is scaled to controls: 0 for no effect and ±100 for the full control effect; nearly all actives have a fitted effect of over 20% in size
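10 uM apoferritin + 50% sat. 1-AMA, PBS; cpd 10 min RT; Ex380/Em535 endpoint; normalized to free probe vs complex; 4-param Hill fit; propofol titration as pos. ctrl.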
RGS4 inh – blocks human RGS4-accelerated GTP hydrolysis; Transcreener GDP fluorescence polarization, RGS4-accelerated GTP hydrolysis; Potency, µM (highest dose often 114 µM), for inactives: at the highest dose activity change, negative = inhibition, actives largely listed as inhibitors; 390,000 compounds, 0.039% hits; AID 504845; also: potency is read from the fitted curve at half-maximal effect; % is scaled to controls: 0 for no effect and ±100 for the full control effect; nearly all actives have a fitted effect of over 75% in size; some results filed as inactive show a strong effect at the top dose
Target sequence (P49798 whole entry, looked up): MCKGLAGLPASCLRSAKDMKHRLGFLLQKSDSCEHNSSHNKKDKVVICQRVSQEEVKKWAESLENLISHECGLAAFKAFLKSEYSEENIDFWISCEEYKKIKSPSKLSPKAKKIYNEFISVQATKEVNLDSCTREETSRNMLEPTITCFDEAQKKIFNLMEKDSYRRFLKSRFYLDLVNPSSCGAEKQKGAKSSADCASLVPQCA
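MLSMR compounds (23 nl, pin-transferred) preincubated 10 min at room temperature with a 500nM (2x) first reagent, then RGS4 at 900nM (2x) plus Transcreener GDP mix added; fluorescence polarization (620/688 nm) read before and after 90 min at 30 °C.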
LDHA block – inhibitors of human lactate dehydrogenase A; 480,000 compounds, 0.15% hits; purified LDHA, NADH/diaphorase-resazurin fluorescence; stronger effect = lower value; activity change, % (values are at about 110 or 230 µM); in the data active = activity change below about -30%; inconclusive = mostly about -25% to -30%;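 also: plate controls were DMSO wells for no effect and wells without enzyme for full effect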
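LDH5 2 nM; NADH 0.06 mM, pyruvate 0.2 mM; 200 mM Tris pH 7.4, EDTA, Tween-20; 5 min RT. Detection: diaphorase 0.133 mg/mL + resazurin 37 µM, fluorescence ex540/em590 at 0 and 20 min; normalized to enzyme-free and DMSO wells.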
Pol eta inh – DNA polymerase eta (human) inhibition; Q9Y253; recombinant Pol eta, fluorescent DNA replication assay; Potency, µM (titrated, usually from 114 µM), for inactives: at the highest dose activity change, negative = inhibition, actives largely listed as inhibitors; 390,000 compounds, 1.2% hits; also: potency is read from the fitted curve at half-maximal effect; % is scaled to controls: 0 for no effect and ±100 for the full control effect
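Fluorescent replication assay: 50 nM final substrate added after a 15 min room-temperature compound preincubation with 10 nM enzyme. Signal taken at 0 min and again at 10 min.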
POLK inh – blocks human DNA polymerase kappa activity; Q9UBT6; purified Pol kappa, fluorescent DNA synthesis assay, 10 min; Potency, µM (doses to about 107 µM), for the others: at the top dose activity, negative = inhibition, usual class: inhibitors; 400,000 compounds, 0.53% hits; AID 588579; also: potency is read from the fitted curve at half-maximal effect; % is scaled to controls: 0 for no effect and ±100 for the full control effect
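50 nM final substrate added after 15 min RT preincubation of 10 nM Pol kappa with compound; fluorescence read at 0 and 10 min.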
POLB inh – blocks human DNA polymerase beta activity. Pol beta primer extension/strand displacement, fluorescence kinetic. Potency, µM (highest dose often 114 µM), for inactives: at the top dose activity change, negative = inhibition, most hits filed as inhibitors. 340,000 compounds, 1.3% hits; also: potency is read from the fitted curve at half-maximal effect; % is scaled to controls: 0 for no effect and ±100 for the full control effect
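Preincubation: enzyme (10 nM) with compound, 15 min, RT. Reaction: substrate added to 50 nM final. Reads: 0 and 10 min. Analysis: normalized, Hill fit.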
* hit, by the source's call; ? = inconclusive; · = not tested or not shown; & = joins results of further samples; [ ] = remark or other dose. Unless noted, calls follow the shape of the dose curve; as a rule, active = well fitted curve in the direction sought with a large enough effect; inconclusive = small, poorly fitted or top-dose-only effect, or another doubt; inactive = no such curve, though single readings can be large; an effect the other way counts as inactive or inconclusive. Not all compounds are listed (hit frequency here may not be typical).

SMILES | ERG Ets-DNA blk | ALOX12 inh | APE1 inh | Anesthetic bind | RGS4 inh | LDHA block | Pol eta inh | POLK inh | POLB inh
COc1ccc(NC(=O)c2nnn(Cc3cccc(F)c3)c2N)c(OC)c1 | -4.4% | 7.4%[57.4 µM] | -7.8% | -6.9% | -6.5% | -2.2 | -22.2% | -16.1% | 21.2%
CC1CC(=O)Nc2ccccc2S1(=O)=O (centres undefined) | 9.3% | 3.7% | 1.4% | -5.0% | -15.9% | 1.4 | -13.2% | 3.6% | 25.5%
COc1cccc(/C=C/C(=O)Nc2ccc(OC)nc2)c1 | 11.6% | -48.9% | 5.4% | 4.9% | -3.8% | -3.1 | -5.3% | -4.8% | 9.9%
CCOC(=O)c1sc(NC(=O)c2cc(-c3ccc(F)cc3)on2)c(C(=O)OCC)c1C | 5.0% | 0.0% | · | 0.9% | 3.5% | 0.9 | -20.5% | 7.1% | 10.8%
COc1ccc(C2C(C(=O)c3sc(C)nc3C)=C(O)C(=O)N2CCN(C)C)cc1OC (centres undefined) | 1.7% | ? | 3.1% | -0.9% | 4.9% | -2.3 | -7.4% | -10.1% | -9.0%
O=C(CCCCCN1C(=O)c2ccccc2C1=O)NC1CCCC1 | -9.0% | 15.4% | 11.3% | -10.0% | -18.3%[11.4 µM] | -3.8 | -9.3% | -6.8% | 7.0%
Cc1ccc(NC(=O)CN(C)C(=O)Cc2ccc(Cl)cc2Cl)cc1 | 4.1% | -18.8% | 29.4% | -14.3% | 11.8% | 0.9 | -3.2% | -14.6% | 5.2%
COC(=O)c1cc(S(=O)(=O)NCc2ccccc2)cn1C | -9.0% | 396.0%[activator] | 18.8% | -13.5% | -39.7% | -6.7 | -9.6% | 0.0% | 25.5%
COc1ccc(C)cc1-n1nc2ccccc2n1 | 0.3% | -6.1% | -0.3% | -11.3% | 6.2% | -2.9 | -18.9% | -18.9% | 23.2%
COCCN(CCOC)Cc1cc(=O)oc2cc3c(cc12)CCC3 | -0.2% | -17.3% | -3.8% | -18.7% | -20.2% | -1.9 | -11.4% | -6.4% | 22.6%
CCOc1ccccc1C1C(C(=O)Nc2ccc(OC)cc2)=C(C)Nc2nc(CCCO)nn21 (centres undefined) | -3.1% | 258.1%&-0.5%[activator] | -0.8% | -5.6% | -12.8% | 5.8&1.1 | -11.1% | 20.0% | 1.0%
CC(C)c1ccc(Nc2c(-c3ccccn3)nc3ccccn23)cc1 | -13.7% | 7.0% | · | -15.9% | -27.7% | 3.9 | -16.8% | -5.5% | 0.7%
COc1ccc(Cl)cc1C(=O)N(Cc1nc(-c2cccc(C)c2)no1)C(C)C | -0.4% | ? | -6.4% | 89.6%[activator] | -1.4% | -5.8 | -18.6% | -11.7% | -3.8%
Cc1ccc(S(=O)(=O)N(C)C)cc1NC(=S)N(CCC#N)Cc1cccnc1 | -11.6% | 7.6% | -0.5% | -1.0% | -12.2% | -7.7 | -8.1% | -7.9% | 14.2%
CN(C)CCNC(=O)Nc1cccc(Cl)c1Cl | 12.9% | 445.9%[activator] | 0.9% | 5.1% | 12.4% | -5.9 | 9.3% | 6.3% | 8.2%
CC1CC(C)CN(CCCNC(=O)c2ccc3c(SCC(=O)O)c4c(nc3c2)CCC4)C1 (centres undefined) | 1.0% | -13.7% | -3.6% | 2.6% | 24.6% | -1.6 | -5.1% | 3.4% | 17.9%
CCN(CCn1cccn1)C(=O)c1cc(COc2ccc(F)cc2Cl)on1 | -5.3% | -3.6% | 18.0% | ? | -3.3% | -1.5 | -20.6% | -9.8% | 10.4%
CCOCCCNC(=O)C(c1ccccc1)N(Cc1ccc2c(c1)OCO2)C(=O)c1ccc(NC(C)=O)cc1 (centres undefined) | 6.6% | 2.3% | · | -6.9% | 1.6% | -4.7 | 3.1% | -5.9% | 14.1%
O=C(Nc1cc(C(F)(F)F)ccc1Cl)C1CCN(c2nnc(-n3cccc3)s2)CC1 | 6.3% | 4.1% | 14.8% | -4.4% | -15.6% | -0.6 | ? | -33.3% | 3.98µM*
O=C(c1cc2sccc2n1Cc1ccc(F)cc1)N1CCc2ccccc21 | -1.4% | 0.0% | 14.3% | -3.9% | -5.6%[11.4 µM] | -1.5 | -16.0% | -0.7% | -2.4%
CN(C)c1ccc(CN(C(=O)C2COc3ccccc3O2)C2CCS(=O)(=O)C2)cc1 (centres undefined) | -3.5% | -19.6% | 1.7% | ? | -4.7% | -0.5 | -6.4% | -6.7% | 10.0%
CCCC(=O)NC(C)c1nc2ccccc2n1C (centres undefined) | -10.5% | -9.3% | -3.6% | 5.9% | 12.0% | 1.2 | 1.6% | 9.9% | 6.1%
COC(=O)c1sc2cccc(F)c2c1S(=O)(=O)NCc1ccccc1Cl | 1.9% | -22.7% | · | -6.1% | -8.2% | -1.1 | -21.1% | 1.1% | -1.2%
[O-][n+]1ccc(C(O)c2ccccc2)cc1 (centres undefined) | -0.7% | -9.7% | -2.3% | -12.1% | 9.9% | -2.3 | -14.8% | 8.9% | 26.9%
Cc1occc1-c1nnc(SCC(=O)NCCc2ccccc2)o1 | 0.2% | -0.2% | 1.5% | -5.2% | -15.7% | -11.3 | -15.7% | -16.2% | 5.0%
N#Cc1ccc(CN2CCN(C(=O)CCNS(=O)(=O)c3ccc(F)c(F)c3)CC2)cc1 | 3.0% | 5.3% | -5.0% | · | -3.5% | -0.5 | -19.1% | 11.4% | ·
Cc1ccc([N+](=O)[O-])cc1S(=O)(=O)NCc1cccnc1 | -12.0% | 2.6% | 3.7% | 4.0% | 12.6% | -7.6 | -11.6% | -3.0% | 25.5%
CSc1ccc(/C=N/NC(=O)CN2CCN(Cc3ccc(Cl)cc3)CC2)cc1 | -14.5% | 28.9% | -7.7% | 3.6% | ? | -10.9 | -7.0% | -10.6% | 30.8%
CCOc1ccc(NS(=O)(=O)c2ccc3c(c2)CCN3C(C)=O)cc1 | 13.5%&-0.5% | -3.8%&-14.2% | 16.6% | -2.8%&-7.4% | 7.4%&47.8% | 1.0&7.1 | -5.8%&-11.7% | -12.8%&0.0% | -0.7%&2.4%
O=C(CN1C(=O)c2ccccc2S1(=O)=O)NCCc1ccc(F)cc1 | 3.1% | 21.3% | 13.5% | · | 5.7% | -12.3 | -9.2% | -20.8% | ·
COc1ccc([C@@H]2CC=C(C(=O)O)CN2S(=O)(=O)c2ccc(C)cc2)cc1OC | -0.6% | -3.3% | 1.0% | · | -1.1% | -1.3 | -19.3% | -3.0% | ·
Cc1ccc(NC(=O)C(=O)c2c[nH]c3ccccc23)cc1 | 2.5% | 40.0%[activator] | 6.0% | -8.5% | 4.9% | -7.7 | 1.8% | -12.8% | 30.9%
COC(CNC(=O)CSCc1nc(-c2ccc(SC)cc2)oc1C)OC | 3.4% | 5.5% | 5.8% | -9.3% | 8.6% | 7.3 | -15.9% | 1.2% | 0.0%
O=C(CCSCc1ccccc1Cl)NCc1ccco1 | 7.4% | 11.1% | -1.7% | -22.1% | 22.7% | -2.7 | 7.1% | -16.2% | 18.6%
CCNC(=O)/N=C1/NC(=O)C(C(C)C)O1 (centres undefined) | -19.3% | ? | 1.2% | -6.1% | 13.8% | -1.0 | -12.2% | -8.4% | 21.6%
COC(=O)c1ccc(CSc2nc3ccc(S(N)(=O)=O)cc3[nH]2)cc1 | -1.5% | -6.7% | 17.3% | -10.0% | -1.8% | -8.2 | -16.8% | 0.0% | 2.2%

Some values from above:
Result for O=C(CCSCc1ccccc1Cl)NCc1ccco1 under POLB inh: 18.6%
Result for N#Cc1ccc(CN2CCN(C(=O)CCNS(=O)(=O)c3ccc(F)c(F)c3)CC2)cc1 under POLK inh: 11.4%
Result for CCNC(=O)/N=C1/NC(=O)C(C(C)C)O1 (centres undefined) under RGS4 inh: 13.8%

The list continues:
SMILES | ERG Ets-DNA blk | ALOX12 inh | APE1 inh | Anesthetic bind | RGS4 inh | LDHA block | Pol eta inh | POLK inh | POLB inh
O=C1C2CCCCN2C(=O)N1CCCCN1CCN(c2cccc(Br)c2)CC1 (centres undefined) | 13.4% | 0.0% | -8.9% | -8.5% | -5.2% | 0.4 | -3.4% | -3.4% | 0.6%
O=C(NCCc1ccc(Cl)cc1)c1ccc(CS(=O)Cc2cccc(Cl)c2)o1 (centres undefined) | 3.3% | ? | · | 0.8% | 6.2% | -5.3 | -13.2% | -3.4% | 10.5%
CCc1ccc(NC(=O)N(CCN(C)C)C(C)c2cccnc2)cc1 (centres undefined) | 8.4% | 1.1%[57.4 µM] | ? | -3.2% | -6.2% | -13.8 | -17.0% | 3.4% | 12.1%
Cc1cc(C)c(C)c(C(=O)C2OC(=O)C(C)(C)C(=O)C2(C)C)c1C (centres undefined) | -8.8% | -15.2% | -3.1% | -22.9% | 12.9% | -5.2 | -11.8% | -7.4% | -0.1%
O=C(O)c1cccc(NC(=O)C2CC(=O)N(Cc3ccccc3)C2)c1 (centres undefined) | -5.1% | ? | 2.5% | -5.4% | -1.7% | -1.6 | -3.2% | 0.3% | -9.6%

From PubChem BioAssay
